# HTT aggregate = mutant huntingtin aggregation inhibition | PC12 HttQ103-GFP aggregates, Acumen cytometry, 40 h | Potency, µM (series often up to 46.1 µM), inactives show at the highest dose activity change, negative = inhibition, usual class: inhibitors | 220,000 compounds, 1.1% hits | AID 1688; also: % is scaled to controls: 0 for no effect and ±100 for the full control effect; nearly all actives have a fitted effect of over 60% in size
#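 PC12/HTTQ103-GFP, ecdysone-inducible; teb 100 nM; cpd qHTS titration; GFP aggregates read on laser cytometer, Ex 488/Em 500-530 nm.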
# HTT cytoprotect = Huntington cell model cytoprotection by ATP luminescence; Potency, µM (highest dose often 56.4 µM), without a hit: cytoprotection (ATP increase), most hits filed as activators; 230,000 compounds, 0.14% hits; PC12 HTT-Q103 induced, cytoprotection, ATP luminescence, 40 h;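 also: % of control where 0% means no effect; nearly all actives have a fitted effect of over 45% in size; toxic huntingtin expression switched on by the ecdysone agonist tebufenozide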
#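 Huntington model: PC12 line, ecdysone-inducible HTTQ103 exon1–GFP, tebufenozide 100 nM. Test articles in a dose series. Endpoint luminescence from cellular ATP.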
# Lamin A splicing = changes lamin A minigene splicing in HeLa cells | 200,000 compounds, 0.01% hits | AID 1487 | Potency, µM (titrated, usually from 46.1 µM), without a hit: at the highest dose ratio change, negative = inhibition, actives largely listed as inhibitors | HeLa LMNA splicing GFP/RFP minigene ratio, 48 h; active = well fitted inhibition curve with a large enough effect in the signal ratio, with a control signal flat, not every such curve was filed as active; inconclusive = small, poorly fitted or top-dose-only effect, or effect the other way, or a change in a side signal; the % refers to the signal ratio; also: % is scaled to controls: 0 for no effect and ±100 for the full control effect
#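 S3 HeLa cells stably expressing lamin A-EGFP splicing minigene plus DsRed2, 600 cells/well, 48 h compound exposure at 37C. Laser-scanning cytometry; analysed as GFP (500-530 nm)/RFP (575-640 nm) total intensity ratio; 0.5% DMSO vehicle.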
# GAA glycogen mod = GAA glycogen-cleavage inhibition or activation; P10253; recombinant GAA, glycogen substrate, Amplex Red glucose oxidase fluorescence; Potency, µM (titrated, usually from 76.4 µM), inactives show at the top dose activity change, negative = inhibition, hits mostly inhibitors; 300,000 compounds, 0.38% hits;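 also: 0% = full enzyme reaction and -100% = no-enzyme basal signal; the screen sought inhibitors and activators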
#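 Recombinant human enzyme (4 nM); glycogen substrate; 37 C, 40 min, pH 5.0. Readout: coupled glucose oxidase/Amplex Red fluorescence.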
# aGlu spleen mod = inhibits or activates alpha-glucosidase in human spleen homogenate; 240,000 compounds, 0.006% hits; human spleen homogenate, 4-MU-alpha-glucoside fluorescence; Potency, µM (series often up to 79.9 µM), inactives show top-dose activity change, negative = inhibition, hits mostly inhibitors; P10253;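 also: 0% = enzyme with vehicle and -100% = no enzyme basal signal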
#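 Human spleen homogenate (1 ug) incubated with compounds and 1 mM 4-methylumbelliferyl-alpha-D-glucopyranoside in pH 5.0 citrate/phosphate buffer, 37 C, 40 min. Stopped at pH 10; 4-MU fluorescence (Ex 365/Em 440 nm); AC50 by Hill fit.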
# An asterisk follows results filed as active; ? = inconclusive; · = not tested or not shown; [ ] = remark or other dose. Unless noted, calls follow the shape of the dose curve; as a rule, active = well fitted curve in the direction sought with a large enough effect; inconclusive = small, poorly fitted or top-dose-only effect, or another doubt; inactive = no such curve, though single readings can be large; an effect the other way counts as inactive or inconclusive. Potency is read from the fitted curve at half-maximal effect. A portion of the library; count on the stated rates, not on these rows.
# The line under a structure holds: HTT aggregate | HTT cytoprotect | Lamin A splicing | GAA glycogen mod | aGlu spleen mod
> CCN1CCCC1CNC(=O)c1cc2ccc(OC)cc2[nH]1 (stereo not given)
→ · | · | · | -3% | ·
> O=C(CC(=O)N/N=C\c1ccccc1)NCCc1ccccc1
→ · | · | · | 0%[76.3 µM] | ·
> COc1ccc(OC)c(NC(=O)CCCc2ccccc2)c1
→ · | · | · | 0%[76.3 µM] | ·
> O=C(CSc1ccc2nnc(CCNS(=O)(=O)c3ccccc3)n2n1)Nc1ccccc1C(F)(F)F
→ · | · | · | -7%[76.3 µM] | ·
> O=S(=O)(NC1CC1)c1ccc(F)c(F)c1
→ · | · | · | -4%[76.3 µM] | ·
> O=C(NC1CCN(C(=O)NCc2ccccc2)CC1)c1ccccc1
→ · | · | · | 1% | ·
> COc1ccc(CNC(=O)c2nc(SCc3ccc(C)cc3)ncc2Cl)cc1
→ · | · | · | 21%[76.3 µM] | ·
> Cc1ccc(NC(=O)Nc2ccon2)cc1
→ · | · | · | -5%[76.3 µM] | ·
> CSc1ccc(C(=O)N2CCC(n3nccc3NC(=O)C3CC3)CC2)cc1
→ · | · | · | 1%[76.3 µM] | ·
> COC(=O)c1cccc(N(CC(=O)NC2CCCC2)C(=O)CCC(=O)Nc2cc(C)on2)c1
→ · | · | · | 2% | ·
> COc1ccc(C(=C2C(=O)Nc3ccccc32)c2ccc(OC)cc2)cc1
→ · | · | · | · | 0%
> CN1CCc2ccc3c4c2[C@]1(C)Cc1cccc(c1-4)OCO3
→ · | · | · | · | 3%
> O=C1OC2(c3ccccc31)c1cc(I)c(O)c(I)c1Oc1c2cc(I)c(O)c1I
→ · | · | · | · | -3%
> [O][C@H]1[C@@H](O)[C@@H](CO)O[C@@H](O[C@@H]2[C@@H]3OC[C@H]2O[C@H](O[C@@H]2[C@@H](O)[C@H](C[C@@H]4[C@@H]5OC[C@H]4O[CH][C@@H]5O)O[C@H](CO)[C@@H]2OS(=O)(=O)O)[C@@H]3OS(=O)(=O)O)[C@@H]1O
→ · | · | · | · | 1%
> COc1cc(OC)c2c(-c3ccccc3)cc(=O)oc2c1C(CC(=O)N1CCCC1)c1ccc(N(C)C)cc1 (stereo not given)
→ · | · | · | · | -8%

# The listing continues:
# The line under a structure holds: HTT aggregate | HTT cytoprotect | Lamin A splicing | GAA glycogen mod | aGlu spleen mod
> CC(=O)Oc1cc(-c2coc3cc(OC(C)=O)c(OC(C)=O)c(OC(C)=O)c3c2=O)cc(OC(C)=O)c1OC(C)=O
→ · | · | · | · | 2%
> Nc1ccn([C@@H]2O[C@@H](CO)[C@@H](O)[C@H]2O)c(=O)n1
→ · | -63%[inhibitor][1.9 µM] | ? | · | ·
> N=c1ccn2c(n1)O[C@@H]1[C@@H](O)[C@H](CO)O[C@H]12
→ · | -35%[inhibitor][1.9 µM] | ? | · | ·
> CCN(CC)C(=S)S
→ ? | -81%[inhibitor] | · | · | ·
> FCOC(C(F)(F)F)C(F)(F)F
→ 7% | 32% | · | · | ·
> O=c1[nH]c(=O)c2[nH]c(=O)[nH]c2[nH]1
→ 7% | 12% | · | · | ·
> NC(=O)C(c1ccccc1)(c1ccccc1)[C@@H]1CCN(CCc2ccc3c(c2)CCO3)C1
→ 7% | -15% | · | · | ·
> FC(F)OC(Cl)C(F)(F)F (stereo not given)
→ -6% | 3% | · | · | ·
> C[C@H](Cn1cnc2c(N)ncnc21)OCP(=O)(O)O
→ -2% | -1% | · | · | ·
> CN1CCC[C@@H]1Cc1c[nH]c2ccc(CCS(=O)(=O)c3ccccc3)cc12
→ 33% | 32% | · | · | ·
> CN(C)C=Nc1c(I)cc(I)c(CCC(=O)O)c1I
→ 31% | 19% | · | · | ·
> CNC(=O)c1cc(Oc2ccc(NC(=O)Nc3ccc(Cl)c(C(F)(F)F)c3)cc2)ccn1
→ · | -95%[inhibitor] | · | · | ·
> CCCCCCCCCCCCOCCCN
→ -11% | 22% | · | · | ·
> CS(=O)(=O)CCNCc1ccc(-c2ccc3ncnc(Nc4ccc(OCc5cccc(F)c5)c(Cl)c4)c3c2)o1
→ 0% | 13% | · | · | ·
> C[C@H](CN1c2ccccc2Sc2cccnc21)N(C)C
→ -16% | -11% | · | · | ·

# Next part.
# The line under a structure holds: HTT aggregate | HTT cytoprotect | Lamin A splicing | GAA glycogen mod | aGlu spleen mod
> CC(C)Nc1cccnc1N1CCN(C(=O)c2cc3cc(NS(C)(=O)=O)ccc3[nH]2)CC1
→ 11% | -1% | · | · | ·
> CS(=O)(=O)c1ccc([C@@H](O)[C@@H](COC(=O)CN)NC(=O)C(Cl)Cl)cc1
→ 8% | 12% | · | · | ·
> CC[C@H]1OC(=O)[C@H](C)C(=O)[C@H](C)[C@@H](OC2O[C@H](C)C[C@H](N(C)C)[C@@H]2O)[C@@](C)(OC)C[C@@H](C)C(=O)[C@@H](C)C2N(CCCCn3cnc(-c4cccnc4)c3)C(=O)O[C@@]21C (stereo not given in full)
→ 6% | -19% | · | · | ·
> CC(=O)OCC(=O)NCCCOc1cccc(CN2CCCCC2)c1
→ -6% | 15% | · | · | ·
> CN1c2cc(O)c(N=NC(N)=O)cc2CC1S(=O)(=O)O (stereo not given)
→ 1% | 2% | · | · | ·
> CC[C@@H]1/C=C(\C)C[C@H](C)C[C@H](OC)[C@H]2O[C@@](O)(C(=O)C(=O)N3CCCC[C@H]3C(=O)O[C@H](/C(C)=C/[C@@H]3CC[C@H](Cl)[C@H](OC)C3)[C@H](C)[C@@H](O)CC1=O)[C@H](C)C[C@@H]2OC
→ -8% | 7% | · | · | ·
> CCOC(=S)SSC(=S)OCC
→ -7% | 25% | · | · | ·
> CC1CC(O)CC(C)(C)C1 (stereo not given)
→ 18% | 13% | · | · | ·
> CO/N=C(/C(=O)N[C@@H]1C(=O)N2C(C(=O)O)=C(CSc3nc(C)c(CC(=O)O)s3)CS[C@H]12)c1csc(N)n1
→ -1% | 12% | · | · | ·
> O=C1CC[C@H](C(=O)N[C@@H]2C[C@H]2c2ccccc2)N1
→ 23% | 19% | · | · | ·
> c1ccc2[nH]ccc2c1
→ 4% | -3% | · | · | ·
> CCCCCc1ccc(C)cc1O
→ -6% | -4% | · | · | ·
> C=C1N[C@]2(C(=O)COC(C)=O)[C@@H](C[C@H]3[C@@H]4CCC5=CC(=O)C=C[C@]5(C)[C@H]4[C@@H](O)C[C@@]32C)O1
→ 26% | 4% | · | · | ·
> NC(=O)C1CC2(NC(=O)NC2=O)c2cc(F)ccc2O1 (stereo not given)
→ -14% | 3% | · | · | ·
> CC(C(=O)O)c1ccc2c(c1)Cc1cccnc1O2 (stereo not given)
→ -1% | -3% | · | · | ·

# Further compounds follow.
# The line under a structure holds: HTT aggregate | HTT cytoprotect | Lamin A splicing | GAA glycogen mod | aGlu spleen mod
> CCC1=C[C@@H]2CN(C1)Cc1c([nH]c3ccccc13)[C@@](C(=O)OC)(c1cc3c(cc1OC)N(C)[C@@H]1[C@@](O)(C(=O)OC)[C@H](OC(C)=O)[C@]4(CC)C=CCN5CC[C@]31[C@@H]54)C2
→ 5.6µM* | -98%[inhibitor] | · | · | ·
> CCCCCCOc1ccc(C(=N)N(CCCC)CCCC)c2ccccc12
→ ? | -99%[inhibitor] | · | · | ·
> CCC(C(=O)O)C1OC(C(C)C(O)C(C)C(=O)C(CC)C2OC3(C=CC(O)C4(CCC(C)(C5CCC(O)(CC)C(C)O5)O4)O3)C(C)CC2C)C(C)CC1C (stereo not given)
→ 1.8µM* | -96%[inhibitor] | · | · | ·
> CC1=CC(=C(c2ccc(N)cc2)c2ccc(N)cc2)C=CC1=N
→ 7.9µM* | -62%[inhibitor] | · | · | ·
> COC(=O)C1=C(C)NC(C)=C(C(=O)OC(C)(C)CN(C)CCC(c2ccccc2)c2ccccc2)C1c1cccc([N+](=O)[O-])c1 (stereo not given)
→ -31% | -38% | · | · | ·
> CC1C(=O)C(=O)C=CN1C (stereo not given)
→ -6% | -4% | · | · | ·
> CO[C@@H]1[C@@H](OC2OC(C)C(OC3CC(C)(O)C(OC(=O)CC(C)C)C(C)O3)C(N(C)C)C2O)[C@@H](CC=O)C[C@@H](C)C(=O)/C=C\C2O[C@H]2C[C@@H](C)OC(=O)C[C@H]1OC(C)=O (stereo not given in full)
→ 31% | ? | · | · | ·
> CCOC(=O)/C=C(C)/C=C/C=C(C)/C=C/c1c(C)cc(OC)c(C)c1C
→ -10% | -2% | · | · | ·
> Clc1ccc(C(Cn2ccnc2)OCc2ccsc2Cl)c(Cl)c1 (stereo not given)
→ -34% | -66%[inhibitor] | · | · | ·
> Cc1nc(NS(=O)(=O)c2ccc(N)cc2)nc(C)c1Br
→ -5% | -4% | · | · | ·
> CCCCCCCCCCCC[n+]1ccc2ccccc2c1
→ 7.1µM* | -97%[inhibitor] | · | · | ·
> CC(NNC(=O)c1ccccc1)c1ccccc1 (stereo not given)
→ 42% | -6% | · | · | ·
> CCCC(=O)OC[C@@H](OC(=O)CCC)[C@@H](OC(=O)CCC)[C@H](Cn1c2nc(=O)[nH]c(=O)c-2nc2cc(C)c(C)cc21)OC(=O)CCC
→ ? | -32% | · | · | ·
> O=c1ccn(C2OC(COP(=O)(O)OC3C(CO)OC(n4ccc(=O)[nH]c4=O)C3O)C(O)C2O)c(=O)[nH]1 (stereo not given)
→ 10% | 26% | · | · | ·
> C=C1C(n2cnc3c(=O)[nH]c(N)nc32)C[C@H](O)[C@H]1CO (stereo not given in full)
→ -30% | 3% | · | · | ·

# Part of the list above in order of SMILES length, highest first:
# The line under a structure holds: HTT aggregate | HTT cytoprotect | Lamin A splicing | GAA glycogen mod | aGlu spleen mod
> CO[C@@H]1[C@@H](OC2OC(C)C(OC3CC(C)(O)C(OC(=O)CC(C)C)C(C)O3)C(N(C)C)C2O)[C@@H](CC=O)C[C@@H](C)C(=O)/C=C\C2O[C@H]2C[C@@H](C)OC(=O)C[C@H]1OC(C)=O (stereo not given in full)
→ 31% | ? | · | · | ·
> O=c1ccn(C2OC(COP(=O)(O)OC3C(CO)OC(n4ccc(=O)[nH]c4=O)C3O)C(O)C2O)c(=O)[nH]1 (stereo not given)
→ 10% | 26% | · | · | ·
> CC1=CC(=C(c2ccc(N)cc2)c2ccc(N)cc2)C=CC1=N
→ 7.9µM* | -62%[inhibitor] | · | · | ·

# Structures above that have two or more sulfur atoms:
# The line under a structure holds: HTT aggregate | HTT cytoprotect | Lamin A splicing | GAA glycogen mod | aGlu spleen mod
> O=C(CSc1ccc2nnc(CCNS(=O)(=O)c3ccccc3)n2n1)Nc1ccccc1C(F)(F)F
→ · | · | · | -7%[76.3 µM] | ·
> [O][C@H]1[C@@H](O)[C@@H](CO)O[C@@H](O[C@@H]2[C@@H]3OC[C@H]2O[C@H](O[C@@H]2[C@@H](O)[C@H](C[C@@H]4[C@@H]5OC[C@H]4O[CH][C@@H]5O)O[C@H](CO)[C@@H]2OS(=O)(=O)O)[C@@H]3OS(=O)(=O)O)[C@@H]1O
→ · | · | · | · | 1%
> CCN(CC)C(=S)S
→ ? | -81%[inhibitor] | · | · | ·
> CCOC(=S)SSC(=S)OCC
→ -7% | 25% | · | · | ·
> CO/N=C(/C(=O)N[C@@H]1C(=O)N2C(C(=O)O)=C(CSc3nc(C)c(CC(=O)O)s3)CS[C@H]12)c1csc(N)n1
→ -1% | 12% | · | · | ·
